Screens deposited in PubChem by several laboratories.
Pemphigus Ab inh = blocks pemphigus antibody binding to human desmoglein-3 | P32926 | DSG3-coupled beads, scFv-anti-DSG3-GFP binding, flow cytometry; active compounds read low | binding (percent of control), % at 10 µM | 0.48% of 310,000 active;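 active means binding more than 3 SD below its plate's average and above zero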;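 further: hits lower antibody fragment binding to DSG3; some compounds called inactive have numbers as strong as hits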
Target sequence (P32926 whole entry, looked up, the tested form may be a part): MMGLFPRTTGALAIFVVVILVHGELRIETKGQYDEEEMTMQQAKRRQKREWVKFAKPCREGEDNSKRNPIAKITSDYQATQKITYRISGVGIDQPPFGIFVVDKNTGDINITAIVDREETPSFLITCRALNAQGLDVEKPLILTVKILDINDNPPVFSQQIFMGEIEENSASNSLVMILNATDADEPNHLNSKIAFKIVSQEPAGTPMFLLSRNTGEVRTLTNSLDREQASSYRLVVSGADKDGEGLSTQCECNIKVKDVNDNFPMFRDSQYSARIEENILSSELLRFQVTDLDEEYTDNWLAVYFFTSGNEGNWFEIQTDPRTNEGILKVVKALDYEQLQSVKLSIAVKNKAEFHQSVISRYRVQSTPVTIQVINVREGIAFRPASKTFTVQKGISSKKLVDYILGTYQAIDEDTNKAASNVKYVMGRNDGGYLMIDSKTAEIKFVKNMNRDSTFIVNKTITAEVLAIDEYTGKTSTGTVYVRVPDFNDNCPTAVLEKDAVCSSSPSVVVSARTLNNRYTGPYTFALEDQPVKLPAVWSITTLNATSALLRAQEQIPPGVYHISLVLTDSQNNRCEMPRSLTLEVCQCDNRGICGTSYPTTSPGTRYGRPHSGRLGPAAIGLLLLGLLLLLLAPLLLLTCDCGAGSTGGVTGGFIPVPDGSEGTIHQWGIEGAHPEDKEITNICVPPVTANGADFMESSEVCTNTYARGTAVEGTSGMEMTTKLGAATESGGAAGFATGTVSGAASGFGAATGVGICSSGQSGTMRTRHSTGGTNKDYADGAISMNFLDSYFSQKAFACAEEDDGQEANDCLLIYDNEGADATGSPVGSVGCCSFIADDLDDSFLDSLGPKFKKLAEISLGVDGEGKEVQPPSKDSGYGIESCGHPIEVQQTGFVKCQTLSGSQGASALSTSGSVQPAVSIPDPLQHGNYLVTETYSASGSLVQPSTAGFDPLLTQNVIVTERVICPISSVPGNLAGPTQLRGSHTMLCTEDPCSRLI
Tat transport = inhibitors of E. coli Tat protein transport; 0.036% of 340,000 active; E. coli MC4100 TorA-mCherry Tat export, fluorescence; inhibition, % at 10 µM;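 active means mean replicate inhibition at least 50% and at least half of replicates individually reaching 50%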;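 further: exported cargo escapes ClpAP degradation while cytoplasmic cargo is degraded and loses fluorescence; 0% = median of neutral control wells and 100% = median of NaSCN control wells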
AddAB inh = less growth of phage-infected E. coli with AddAB. 0.29% of 330,000 active. AID 435030. E. coli expressing H. pylori AddAB, absorbance growth. inhibition, % at 11.9 µM; in the data active means inhibition above about 12%;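 further: 0% = vehicle wells of infected cells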
Ecoli viability = reduces bacterial viability in AddAB counter-screen | E. coli V3065 growth, OD600 absorbance, 18 h | inhibition, % at 11.9 µM | 0.27% of 330,000 active;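 active means inhibition above the campaign's mean inhibition across all tested compounds plus 3 SD, cut at about 9.9% in these data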;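 further: uninfected addAB+ strain grown without phage in ampicillin broth; 0% = DMSO wells and 100% = ciprofloxacin 0.95 µg/ml wells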
phage Ecoli inh = E. coli growth loss with phage present; 0.26% of 360,000 active; inhibition, % at 11.9 µM; growth absorbance; in the data active means inhibition above about 11%
Mot1-301 SUMO = SUMOylation pathway inhibition by Mot1-301 growth rescue; S. cerevisiae Mot1-301 growth rescue, ATP luminescence, 38.5C; percent above DMSO median, 100 means doubled; growth rescue, % at 18.8 µM; 1% of 320,000 active; AID 2716;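 active means every valid replicate shows activation above 250% relative to neutral control wells; inactive means the rest, any valid replicate at or below 250%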;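 further: OY570 slx delta 5 strain wells were the positive control but not used for scaling; some compounds called inactive have numbers as strong as hits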
PKA-R1A activ = activators of PKA-R1A complex | P00514+P68181 | PKA-R1A dissociation, Cy5-IP20 fluorescence polarization; scaled: DMSO 0%, 113 µM cGMP 100% | activation, % at 11.4 µM | 0.083% of 340,000 active | AID 504707;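 active means percent activation above the mean of all tested compounds plus 3 SD, cut at about 19% in these data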;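 further: higher means more PKAc released from R1A so a rise in polarization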
MOR-DOR ag = OPRM1-OPRD1 heterodimerization agonism; cells, luminescence; 0.3% of 340,000 active; AID 504326; activation, % at 9.3 µM; in the data active means activation above about 18%;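 further: 0% = vehicle-treated cells and 100% = reference agonist; values of inactives mirror those of a sister screen read the other way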
PfHsp90 set2 = inhibits growth of yeast expressing Plasmodium falciparum Hsp90; AID 504621; 0.32% of 310,000 active; inhibition, % at 9.4 µM; S. cerevisiae expressing PfHsp90, BacTiter-Glo ATP, 48 h; yeast lacking PDR1 and PDR3 efflux regulators;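 active means every replicate shows inhibition above about 80%, whatever the replicate mean, limit read from the data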;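 further: 0% = DMSO neutral controls and 100% = 20 µM radicicol positive controls; yeast relying on Plasmodium falciparum Hsp90 in place of its own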
MOR-DOR inv ag = inverse agonists of human mu-delta opioid receptor heterodimerization; 0.21% of 340,000 active; P35372+P41143; inhibition, % at 9.3 µM; cell-based MOR-DOR heterodimer luminescence, inverse agonism; in the data active means inhibition above about 22%, passing the limit was not always enough;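 further: 0% = cells with DMSO and 100% = wells without cells with DMSO; values of inactives mirror those of a sister screen read the other way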
Arrestin-AP2 inh = inhibitors of human beta-arrestin and AP2 interaction. AID 504490. FITC-arrestin peptide / GST-AP2 beads, flow cytometry; AP2 beta2 appendage carries R879A mutation. inhibition, % at 10 µM. 0.31% of 340,000 active;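 active means inhibition above a set limit, near 3 SD of compounds lacking own fluorescence, cut at about 54% in these data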;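 further: plate controls were DMSO wells for no effect and 5 µM unlabelled arrestin peptide for full effect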
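System: GST-tagged AP2 beta2-adaptin appendage (R879A) on 4 µm glutathione beads / Reagent: FITC-arrestin peptide, 50 nM / Detection: HyperCyt-sampled flow cytometry, FL1 channel, ex 488/em 535 nm / Timing: 12 min plus 1 h, RT / Buffer or medium: PBS plus Tween 20 (0.05%) and BSA (0.1%)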
The depositor's hits bear a star; nt = no result given.

Values in the order: Ecoli viability, AddAB inh, MOR-DOR ag, Arrestin-AP2 inh, Pemphigus Ab inh, MOR-DOR inv ag, Mot1-301 SUMO, Tat transport, phage Ecoli inh, PKA-R1A activ, PfHsp90 set2
1) CCNc1oc(-c2ccc(OC)cc2)nc1S(=O)(=O)c1ccc(Br)cc1
→ -0.1, -0.7, -0.3, 5.9, nt, 1.5, 3.6, -0.4, -0.1, 1.0, -4.1
2) NNC(=O)CNc1cccc(Cl)c1
→ -1.1, 0.7, -1.1, 6.5, 104.2, 5.3, nt, -2.3, 1.7, 9.1, -11.6
3) COc1ccc2ccccc2c1CNCCN1CCOCC1
→ -3.8, -0.5, -1.2, -17.8, 110.2, 6.2, 0.4, 4.5, 0.2, -13.3, 23.3
4) CS(=O)(=O)c1ccc(C(=O)NC2CCCCC2)cc1
→ 0.4, 0.7, -4.8, 11.2, 109.9, 25.2, -11.9, 0.7, 2.5, -2.9, nt
5) CCOC(=O)c1sc(=NC(=O)c2cccs2)n(C)c1C
→ 3.0, 7.0, -0.8, 14.6, 107.3, 3.8, -12.6, -4.4, 1.7, -4.6, nt
6) N#C/C(C(=O)NCc1ccco1)=C1/SC(Cc2ccc(Cl)cc2)C(=O)N1c1ccccc1 (stereo unspecified)
→ -0.4, 2.8, -2.2, 11.3, 101.8, 9.1, 655.9, -9.5, 3.5, -10.3, 10.0
7) O=C(Nc1ccncc1)c1ccc(Cl)c(S(=O)(=O)N2CCCCC2)c1
→ -1.0, 2.9, 3.4, 19.0, 107.9, -22.6, -12.4, -10.4, 3.2, -10.9, 6.2
8) N#C/C(=C\c1cn(-c2ccccc2)nc1-c1cccnc1)c1nnc2n1CCCCC2
→ 0.2, 2.9, -2.5, 1.4, 99.8, 13.6, 396.9*, -1.0, 1.2, -6.7, 15.2
9) Cc1cc(C)n2nc(NCc3cccc(Br)c3)nc2n1
→ 2.2, 0.3, 0.5, 3.4, nt, -2.7, 21.3, 1.1, 0.9, -14.8, -4.1
10) COc1ccccc1CC(=O)Nc1cc2oc3ccccc3c2cc1OC
→ -0.3, -0.6, -0.9, 54.2*, 126.3, 4.0, 11.8, 0.6, -0.7, -8.2, -2.4
11) O=C(Nc1n[nH]c(=S)s1)c1ccc2ccccc2c1
→ 1.7, 1.8, -1.4, 6.6, 98.8, 7.8, 1.1, -4.8, -0.4, 4.3, -14.9
12) COc1ccc(OC)c(NC(=O)C2CCCN(S(=O)(=O)c3cccc4cccnc34)C2)c1 (stereo unspecified)
→ -1.7, 2.5, -0.8, 43.6, 103.6, 4.0, 89.8, 6.9, 2.6, 0.4, 0.8
13) COC(=O)c1cn(NC(=O)CC2CCCCC2)c(=O)c2ccccc12
→ -2.4, 0.2, 1.4, 21.3, nt, -8.5, -6.0, 0.3, 2.6, 0.2, 7.5
14) CNC(=O)N1c2ccccc2NC(=O)CC1C (stereo unspecified)
→ 1.3, 3.9, -0.4, -0.7, 102.6, 2.5, -16.3, 0.8, 6.4, -5.2, -23.0
15) Cc1ccc(C(=O)N(CCN(C)C)CC2CCCN(Cc3ccccc3F)C2)cc1C (stereo unspecified)
→ -1.5, -0.2, -1.8, 10.5, 117.4, 9.0, -5.2, 0.7, 2.6, -8.0, 1.0
16) COc1cc(C(=O)Nc2nc3ccccc3[nH]2)ccc1OC(F)F
→ 0.2, -1.8, 0.5, 4.5, 97.3, -2.4, 233.7, -4.9, -3.8, -8.6, -19.2
17) Cc1ccc(C(=O)COC(=O)c2cccc(O)c2)s1
→ nt, nt, -3.9, 23.8, 104.0, 18.8, nt, -3.5, 3.2, -11.7, 1.9
18) CCOCCCn1c(=S)[nH]c2cc(C(=O)NCCN(CC)CC)ccc2c1=O
→ -1.6, 1.0, -1.0, 7.5, 103.7, 4.7, -12.3, -3.9, 2.4, -7.7, 18.1
19) COc1ccc(N2CCN(C(=O)CCS(=O)(=O)c3ccc(OC)cc3)CC2)cc1
→ -1.1, -0.7, -0.3, 10.3, 101.2, 1.4, 2.7, -7.4, 2.8, -10.0, -11.0
20) CCn1c(O)c(N=NC(=O)CNc2cccc(C)c2)c2ccccc21
→ 0.1, -0.2, -3.2, 5.1, 83.0, 15.8, 16.6, 5.2, 7.1, -1.6, 5.8
21) CC1CCN(c2ncnc3c2cnn3-c2ccccc2)CC1
→ 1.5, 0.9, 2.9, 25.6, 99.3, -16.2, -6.1, 6.3, 3.1, -0.5, -18.4
22) O=C(c1ccccc1)N1CCN(CC(O)COC2CCCCC2)CC1 (stereo unspecified)
→ 0.5, 4.2, -1.1, 4.9, 93.3, 7.3, -0.6, 2.7, 1.5, -4.3, 27.4
23) CC(=O)Nc1cc2c(c(Cl)c1Cl)-c1ccccc1C2=O
→ nt, nt, -0.5, 25.9, 92.9, 2.7, nt, 1.2, 1.5, -2.8, -3.6
24) CSc1nc(C)c(Oc2ccccc2)c(=O)n1C
→ -1.9, -1.3, -0.6, -9.7, 98.9, 3.4, -1.5, -2.3, -1.6, 3.9, 27.3
25) CC(C)(C)c1cc(Cl)c(O)c(NC(=S)NC(=O)c2cccnc2)c1
→ -2.4, 1.2, -10.1, 1.2, 99.1, 46.7*, 5.2, -7.1, -4.7, -8.1, -8.4
26) O=c1c2cc(Cl)ccc2oc2nc3n(c(=O)c12)CCCS3
→ 0.1, 0.3, 1.3, 6.1, 121.5, -7.6, nt, 1.4, 1.4, 5.0, -111.9
27) O=C(CN1C(=O)NC(Cc2ccccc2)C1=O)Nc1ccc(F)c(Cl)c1 (stereo unspecified)
→ -1.2, 0.8, -3.4, 29.4, 105.7, 13.9, 13.9, 2.9, 0.6, -9.3, -3.1
28) CCCc1nc(N2CCOCC2)c(C#N)c2c1CCCC2
→ -0.8, 1.5, 9.9, 4.9, 91.1, -49.6, 12.2, 4.6, 0.8, 2.4, -14.3
29) CCC(Oc1ccccc1OC)C(=O)Nc1ccc2c(c1)n(C)c(=O)n2C (stereo unspecified)
→ -0.4, 2.1, 0.7, 44.6, 105.5, -3.9, -5.4, -6.1, 0.6, -5.1, -12.9
30) C/C=C/C(=O)N[C@@H]1c2ccccc2CC[C@@H]1OCc1ccccc1
→ 0.0, -0.4, -2.3, 24.9, 105.3, 11.4, nt, -2.4, 5.7, 5.9, 12.0

10 entries from above, with one line to a screen:
#16 COc1cc(C(=O)Nc2nc3ccccc3[nH]2)ccc1OC(F)F
#17 Cc1ccc(C(=O)COC(=O)c2cccc(O)c2)s1
#18 CCOCCCn1c(=S)[nH]c2cc(C(=O)NCCN(CC)CC)ccc2c1=O
#19 COc1ccc(N2CCN(C(=O)CCS(=O)(=O)c3ccc(OC)cc3)CC2)cc1
#20 CCn1c(O)c(N=NC(=O)CNc2cccc(C)c2)c2ccccc21
#21 CC1CCN(c2ncnc3c2cnn3-c2ccccc2)CC1
#22 O=C(c1ccccc1)N1CCN(CC(O)COC2CCCCC2)CC1 (stereo unspecified)
#23 CC(=O)Nc1cc2c(c(Cl)c1Cl)-c1ccccc1C2=O
#24 CSc1nc(C)c(Oc2ccccc2)c(=O)n1C
#25 CC(C)(C)c1cc(Cl)c(O)c(NC(=S)NC(=O)c2cccnc2)c1

Screen / compound no. | 16 | 17 | 18 | 19 | 20 | 21 | 22 | 23 | 24 | 25
Ecoli viability | 0.2 | nt | -1.6 | -1.1 | 0.1 | 1.5 | 0.5 | nt | -1.9 | -2.4
AddAB inh | -1.8 | nt | 1.0 | -0.7 | -0.2 | 0.9 | 4.2 | nt | -1.3 | 1.2
MOR-DOR ag | 0.5 | -3.9 | -1.0 | -0.3 | -3.2 | 2.9 | -1.1 | -0.5 | -0.6 | -10.1
Arrestin-AP2 inh | 4.5 | 23.8 | 7.5 | 10.3 | 5.1 | 25.6 | 4.9 | 25.9 | -9.7 | 1.2
Pemphigus Ab inh | 97.3 | 104.0 | 103.7 | 101.2 | 83.0 | 99.3 | 93.3 | 92.9 | 98.9 | 99.1
MOR-DOR inv ag | -2.4 | 18.8 | 4.7 | 1.4 | 15.8 | -16.2 | 7.3 | 2.7 | 3.4 | 46.7*
Mot1-301 SUMO | 233.7 | nt | -12.3 | 2.7 | 16.6 | -6.1 | -0.6 | nt | -1.5 | 5.2
Tat transport | -4.9 | -3.5 | -3.9 | -7.4 | 5.2 | 6.3 | 2.7 | 1.2 | -2.3 | -7.1
phage Ecoli inh | -3.8 | 3.2 | 2.4 | 2.8 | 7.1 | 3.1 | 1.5 | 1.5 | -1.6 | -4.7
PKA-R1A activ | -8.6 | -11.7 | -7.7 | -10.0 | -1.6 | -0.5 | -4.3 | -2.8 | 3.9 | -8.1
PfHsp90 set2 | -19.2 | 1.9 | 18.1 | -11.0 | 5.8 | -18.4 | 27.4 | -3.6 | 27.3 | -8.4

Some entries already given with just Ecoli viability and MOR-DOR ag.
item | mol | Ecoli viability | MOR-DOR ag
25 | CC(C)(C)c1cc(Cl)c(O)c(NC(=S)NC(=O)c2cccnc2)c1 | -2.4 | -10.1
26 | O=c1c2cc(Cl)ccc2oc2nc3n(c(=O)c12)CCCS3 | 0.1 | 1.3

The results go on:
Values in the order: Ecoli viability, AddAB inh, MOR-DOR ag, Arrestin-AP2 inh, Pemphigus Ab inh, MOR-DOR inv ag, Mot1-301 SUMO, Tat transport, phage Ecoli inh, PKA-R1A activ, PfHsp90 set2
31) COc1ccc(NC(=O)COC(=O)C2CC2)c(OC)c1
→ -2.6, 2.5, -0.1, -1.1, nt, 0.6, 217.9, -0.4, 2.7, 13.4, -8.1
32) CC(C)Cc1cc(C(=O)Nc2cc(Cl)ccc2Cl)no1
→ -2.7, -3.3, 2.7, -2.5, -39.0*, -15.9, 0.1, 9.7, 3.6, -4.3, -10.2
33) Cc1c(CC(=O)N2CCN(C(=O)C3COc4ccccc4O3)CC2)c(=O)oc2c(C)c(O)ccc12 (stereo unspecified)
→ -3.0, 1.8, -6.7, -3.5, 109.6, 33.8*, 17.3, -8.9, 1.4, 5.7, 11.5
34) CCN(CC)CCCNC(=O)Cn1cnc2ccc(S(=O)(=O)N3CCC(C)CC3)cc2c1=O
→ 0.4, 2.1, 0.0, 12.2, 104.1, -0.2, -2.6, -4.6, 3.6, -11.3, -7.0
35) CCC1CCCCN1CCCNC(=O)C1CCCN(c2nn3c(=O)cc(C)nc3s2)C1 (stereo unspecified)
→ 1.2, 5.5, -0.6, -0.9, 105.7, 3.3, -3.7, -0.9, 1.4, -0.1, -17.9
36) Cc1n[nH]c(=S)n1/N=C/c1ccc(-c2ccccc2[N+](=O)[O-])o1
→ -0.7, 3.6, -2.8, 19.4, 98.5, 11.6, 173.3, 5.2, 1.4, 3.7, 12.0
37) O=C(Cc1ccc(F)cc1)Nc1cccc2cccnc12
→ 0.3, 2.6, -1.3, 3.4, 145.4, 6.8, 31.0, 1.0, 2.1, -1.6, -11.6
38) Cc1nnc(SCC(=O)N2CCN(C(=O)c3ccco3)CC2)n1-c1ccccc1
→ 0.2, 0.2, -1.5, 23.5, 103.9, 7.6, 123.6, -0.7, 1.6, 8.4, -7.6
